Compound activity deposited in PubChem BioAssay by University of Kansas High Throughput Screening Laboratory.
mHTT-CaM PPI inh – mHTT-calmodulin interaction abrogation; P42858; AlphaScreen His-mHTT/GST-CaM binding, luminescence; inhibition, % at 15 µM; 190,000 compounds, 3.6% hits; AID 1671202;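 note: 0% = both proteins with DMSO and 100% = one protein alone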
Target sequence (P42858 whole entry, looked up, stated change not applied): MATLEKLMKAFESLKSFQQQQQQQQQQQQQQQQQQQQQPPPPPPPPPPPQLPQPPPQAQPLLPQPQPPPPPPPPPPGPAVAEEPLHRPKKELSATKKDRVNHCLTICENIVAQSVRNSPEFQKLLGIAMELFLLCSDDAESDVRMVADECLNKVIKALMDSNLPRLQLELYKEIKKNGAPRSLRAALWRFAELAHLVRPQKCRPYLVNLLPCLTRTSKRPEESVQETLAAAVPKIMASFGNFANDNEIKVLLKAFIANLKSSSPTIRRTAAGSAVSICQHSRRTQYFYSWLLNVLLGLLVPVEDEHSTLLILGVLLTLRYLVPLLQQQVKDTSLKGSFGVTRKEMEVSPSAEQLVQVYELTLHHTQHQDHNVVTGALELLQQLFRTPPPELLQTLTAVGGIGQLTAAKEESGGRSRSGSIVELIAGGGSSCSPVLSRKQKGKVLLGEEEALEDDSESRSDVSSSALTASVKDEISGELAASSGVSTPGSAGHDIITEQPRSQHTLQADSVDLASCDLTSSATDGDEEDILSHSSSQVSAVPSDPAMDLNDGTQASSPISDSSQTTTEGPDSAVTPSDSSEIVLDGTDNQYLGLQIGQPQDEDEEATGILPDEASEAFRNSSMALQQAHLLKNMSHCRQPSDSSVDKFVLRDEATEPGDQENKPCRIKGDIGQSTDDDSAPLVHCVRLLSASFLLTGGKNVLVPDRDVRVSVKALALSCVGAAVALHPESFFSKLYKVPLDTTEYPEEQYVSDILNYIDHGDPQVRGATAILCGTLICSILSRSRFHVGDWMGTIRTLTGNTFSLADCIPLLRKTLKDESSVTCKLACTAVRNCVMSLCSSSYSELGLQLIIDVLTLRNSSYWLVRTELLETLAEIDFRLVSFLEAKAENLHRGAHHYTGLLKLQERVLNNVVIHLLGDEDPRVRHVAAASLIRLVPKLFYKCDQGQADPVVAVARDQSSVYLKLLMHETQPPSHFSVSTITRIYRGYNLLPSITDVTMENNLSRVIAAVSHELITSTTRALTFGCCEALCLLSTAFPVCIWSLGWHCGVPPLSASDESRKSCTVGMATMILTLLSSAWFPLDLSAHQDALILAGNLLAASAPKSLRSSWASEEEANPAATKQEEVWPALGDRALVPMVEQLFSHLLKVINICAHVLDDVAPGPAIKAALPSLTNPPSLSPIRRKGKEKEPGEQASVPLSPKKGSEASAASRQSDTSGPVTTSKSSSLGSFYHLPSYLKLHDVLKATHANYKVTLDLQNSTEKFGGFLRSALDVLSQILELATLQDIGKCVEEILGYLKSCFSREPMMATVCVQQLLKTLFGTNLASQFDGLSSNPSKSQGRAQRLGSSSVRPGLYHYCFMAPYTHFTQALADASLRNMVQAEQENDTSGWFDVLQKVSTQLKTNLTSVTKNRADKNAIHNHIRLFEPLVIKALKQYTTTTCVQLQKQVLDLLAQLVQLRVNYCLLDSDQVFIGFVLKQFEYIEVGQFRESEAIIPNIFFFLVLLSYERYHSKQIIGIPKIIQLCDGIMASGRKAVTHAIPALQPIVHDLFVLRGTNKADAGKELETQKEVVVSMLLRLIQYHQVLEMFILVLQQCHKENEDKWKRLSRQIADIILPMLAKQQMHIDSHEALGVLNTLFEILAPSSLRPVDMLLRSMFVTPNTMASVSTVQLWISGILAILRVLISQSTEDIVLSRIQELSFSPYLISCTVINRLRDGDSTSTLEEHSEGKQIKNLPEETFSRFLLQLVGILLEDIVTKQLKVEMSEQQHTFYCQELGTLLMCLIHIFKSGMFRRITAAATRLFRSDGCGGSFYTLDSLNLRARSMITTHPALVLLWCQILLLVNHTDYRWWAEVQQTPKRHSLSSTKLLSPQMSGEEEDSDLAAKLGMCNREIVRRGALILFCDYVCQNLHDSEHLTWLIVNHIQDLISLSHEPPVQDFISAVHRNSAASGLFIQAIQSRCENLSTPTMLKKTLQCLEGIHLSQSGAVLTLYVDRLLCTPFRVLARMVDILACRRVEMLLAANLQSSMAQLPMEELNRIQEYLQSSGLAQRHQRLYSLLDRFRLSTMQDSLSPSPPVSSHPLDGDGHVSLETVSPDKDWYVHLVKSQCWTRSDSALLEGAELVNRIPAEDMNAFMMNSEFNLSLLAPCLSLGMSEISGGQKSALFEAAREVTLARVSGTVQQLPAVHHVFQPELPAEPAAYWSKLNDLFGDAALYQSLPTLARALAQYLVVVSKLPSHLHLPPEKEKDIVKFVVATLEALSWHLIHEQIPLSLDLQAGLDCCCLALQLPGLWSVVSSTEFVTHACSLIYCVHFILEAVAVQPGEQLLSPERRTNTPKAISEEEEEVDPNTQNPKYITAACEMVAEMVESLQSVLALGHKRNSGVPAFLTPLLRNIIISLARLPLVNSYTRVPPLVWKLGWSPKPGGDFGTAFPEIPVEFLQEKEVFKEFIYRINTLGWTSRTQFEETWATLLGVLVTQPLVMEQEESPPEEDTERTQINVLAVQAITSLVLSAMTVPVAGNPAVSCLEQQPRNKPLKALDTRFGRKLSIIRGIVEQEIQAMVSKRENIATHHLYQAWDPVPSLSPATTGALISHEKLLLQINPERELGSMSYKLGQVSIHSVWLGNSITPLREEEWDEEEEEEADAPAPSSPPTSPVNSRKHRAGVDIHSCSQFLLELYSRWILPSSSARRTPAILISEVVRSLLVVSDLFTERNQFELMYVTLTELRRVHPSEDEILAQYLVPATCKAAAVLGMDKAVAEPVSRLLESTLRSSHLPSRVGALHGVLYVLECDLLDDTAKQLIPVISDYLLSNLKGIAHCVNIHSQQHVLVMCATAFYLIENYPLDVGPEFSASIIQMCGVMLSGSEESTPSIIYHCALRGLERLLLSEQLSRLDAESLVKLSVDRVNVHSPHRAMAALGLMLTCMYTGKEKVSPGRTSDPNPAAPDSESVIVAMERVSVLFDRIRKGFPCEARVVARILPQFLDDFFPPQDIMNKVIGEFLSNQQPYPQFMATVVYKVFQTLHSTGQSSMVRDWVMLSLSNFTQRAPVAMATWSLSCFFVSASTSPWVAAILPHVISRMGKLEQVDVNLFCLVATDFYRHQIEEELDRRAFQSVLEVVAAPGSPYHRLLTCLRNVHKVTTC
Pf apPOL block – Pf-apPOL DNA polymerase inhibition; Recombinant Pf-apPOL, molecular beacon fluorescence, 1.5 h; inhibition, % at 10 µM; 210,000 compounds, 0.25% hits
An asterisk follows results filed as active; i = inactive; / = no result given; & = joins results of further samples. Cut-off read from the data, not from the text of the source: active = inhibition above about 50%; inactive = the rest.

SMILES | mHTT-CaM PPI inh | Pf apPOL block
Cc1ccc(/C=C2\C(=O)ON=C2c2ccccc2)o1 | 2 | 2
CCN1CCCC1CNC(=O)c1cc(-c2ccc(Br)s2)nc2ccccc12 (centres undefined) | 6 | -2
Cc1noc(C)c1S(=O)(=O)NCCC1CCCCN1S(=O)(=O)c1cccs1 (centres undefined) | -10 | -6
CCN(C)c1ccc(/C=C2\C(=O)NN(c3cccc(Br)c3)C2=O)cc1 | 2 | 2
COc1ccc(SCCN2CCN(CCc3ccccc3)CCC2=O)cc1 | 5 | -2
COc1ccc(-c2nc(-c3ccc4oc(C)nc4c3)no2)c(C)c1 | -11 | -1
O=C(CCCSc1ccc(NC(=O)c2ccc(F)cc2)nn1)Nc1nccs1 | -6 | -7
CCOc1ccccc1NC(=O)N1CCC2(CC1)Nc1cc(F)ccc1-n1cccc12 | 52* | 4
COc1cc2c(cc1OC)C1CCC3=C(C(C)OC3=O)N1CC2 (centres undefined) | / | -11
O=C(Nc1ccc2c(N3CCOCC3)ncnc2c1)c1cccc(C(F)(F)F)c1 | 18 | 0
NCC(c1ccccc1)c1ccc2c(c1)OCCO2 (centres undefined) | / | -7
CC(C)C1C(=O)N(Cc2cn(CCC3OCCCO3)nn2)CCS(=O)(=O)N1Cc1ccc(-c2ccc(F)nc2)cc1 (centres undefined) | 42 | -1
O=C(CCCOc1ccccc1)N1CCN(Cc2ccccc2)CC1 | 8 | -1
COc1cccc(/C=c2\sc3nc4ccccc4n3c2=O)c1OCC(=O)O | 49 | -3
CC(=O)c1cc2c(cc1NC(=O)c1ccccc1Cl)OCCO2 | -5 | 2
O=C1N(c2ccc([N+](=O)[O-])cc2)C2CS(=O)(=O)CC2N1c1cccc(C(F)(F)F)c1 (centres undefined) | -3 | -7
CCOCCCNC(=O)CCc1cn(Cc2ccc(C)cc2)c2ccccc12 | 26 | -15
CS(=O)(=O)c1ccc2nc(NC(=O)c3sc4ccccc4c3Cl)sc2c1 | -2 | 5
O=C(CSc1nnc2ccc(-c3ccccn3)nn12)Nc1ccc(C(F)(F)F)cc1 | -2 | -1
CCOc1ccc(NC(=O)NCCC2CCN(S(=O)(=O)c3ccc(F)cc3)CC2)cc1 | 31 | -4
O=C(Nc1nnc(-c2ccc(Cl)s2)o1)c1ccc(S(=O)(=O)N2CCOCC2)cc1 | 4 | 0
Cc1ccc(NC(=O)C2CCN(S(=O)(=O)c3ccc(Br)s3)CC2)cc1 | -13 | 6
CCOc1cccc(/C=C2\NC(=O)N(Cc3ccc(Cl)cc3)C2=O)c1O | -5 | -1
O=[N+]([O-])c1cc(C(F)(F)F)ccc1Oc1ccc(Cl)cc1C1CCCCC1 | / | -9

Not a retest: 18 of the compounds above.
SMILES | mHTT-CaM PPI inh | Pf apPOL block
Cc1ccc(/C=C2\C(=O)ON=C2c2ccccc2)o1 | 2 | 2
CCN1CCCC1CNC(=O)c1cc(-c2ccc(Br)s2)nc2ccccc12 (centres undefined) | 6 | -2
Cc1noc(C)c1S(=O)(=O)NCCC1CCCCN1S(=O)(=O)c1cccs1 (centres undefined) | -10 | -6
CCN(C)c1ccc(/C=C2\C(=O)NN(c3cccc(Br)c3)C2=O)cc1 | 2 | 2
COc1ccc(SCCN2CCN(CCc3ccccc3)CCC2=O)cc1 | 5 | -2
COc1ccc(-c2nc(-c3ccc4oc(C)nc4c3)no2)c(C)c1 | -11 | -1
O=C(CCCSc1ccc(NC(=O)c2ccc(F)cc2)nn1)Nc1nccs1 | -6 | -7
CCOc1ccccc1NC(=O)N1CCC2(CC1)Nc1cc(F)ccc1-n1cccc12 | 52* | 4
COc1cc2c(cc1OC)C1CCC3=C(C(C)OC3=O)N1CC2 (centres undefined) | / | -11
O=C(Nc1ccc2c(N3CCOCC3)ncnc2c1)c1cccc(C(F)(F)F)c1 | 18 | 0
NCC(c1ccccc1)c1ccc2c(c1)OCCO2 (centres undefined) | / | -7
CC(C)C1C(=O)N(Cc2cn(CCC3OCCCO3)nn2)CCS(=O)(=O)N1Cc1ccc(-c2ccc(F)nc2)cc1 (centres undefined) | 42 | -1
O=C(CCCOc1ccccc1)N1CCN(Cc2ccccc2)CC1 | 8 | -1
COc1cccc(/C=c2\sc3nc4ccccc4n3c2=O)c1OCC(=O)O | 49 | -3
CC(=O)c1cc2c(cc1NC(=O)c1ccccc1Cl)OCCO2 | -5 | 2
O=C1N(c2ccc([N+](=O)[O-])cc2)C2CS(=O)(=O)CC2N1c1cccc(C(F)(F)F)c1 (centres undefined) | -3 | -7
CCOCCCNC(=O)CCc1cn(Cc2ccc(C)cc2)c2ccccc12 | 26 | -15
CS(=O)(=O)c1ccc2nc(NC(=O)c3sc4ccccc4c3Cl)sc2c1 | -2 | 5

Other records follow.
SMILES | mHTT-CaM PPI inh | Pf apPOL block
O=C1c2ccccc2C(=O)N1CSc1nc2ccccc2[nH]1 | 8 | -1
COc1ccc(C)cc1NC(=O)C(=O)NCCC1=CCCCC1 | -6 | -19
Cc1ccc(-c2ncc(NC(=O)C(C)C)cn2)cc1 | 3 | 0
NC(=O)c1cc(-c2ccccc2)sc1N | 22 | -2
CCOc1ccc(-c2cn(-c3ccc(C)c(F)c3)c(=O)[nH]2)cc1Cl | 8 | 2
CC(=O)NC(=O)C(C#N)=CN1CCN(Cc2ccccc2)CC1 | / | 2
O=C(Nc1ccc2oc(-c3ccc(Cl)cc3)nc2c1)c1ccccc1F | 2 | -3
COC(=O)c1ccc(NC(=O)N2CCCC2c2ccc(F)cc2)cc1 (centres undefined) | 1 | -5
Cc1cc(N2CCOCC2)nc(NCc2ccccc2)n1 | -3 | -5
Cc1cc(NC=C2C(=O)c3ccccc3N(C)S2(=O)=O)nc(C)n1 | / | -14
CC(=O)N(C)c1ccc(NC(=O)c2ccc(-c3ccccc3)cc2)cc1 | 2 | -2
Cc1oc2cc(O)ccc2c(=O)c1-c1ccc2c(c1)OCCO2 | 4 | -6&7
COc1ccc(CNC(=O)C2(C)CCCN(S(=O)(=O)c3ccc(C)cc3C)C2)cc1 (centres undefined) | 6 | 0
COc1ccc2nc(N3CCC(C(=O)NCCCOC(C)C)CC3)sc2c1 | 1 | -9
COc1ccc2oc(=O)c(-c3nnc(-c4cccc(Cl)c4)o3)cc2c1 | 0 | 0
Cc1cccc(S(=O)(=O)N2CC(CN(C)C)C3(CCOCC3)C2)c1 (centres undefined) | -1 | -2
COc1cccc(/C=C2/N=C(c3ccc(F)cc3)OC2=O)c1OC | -1 | -8
CN(C)CCN(C)CC(c1ccccc1)c1ccccc1 | -2 | 0
CCS(=O)(=O)c1ccc(NC(=O)c2ccccc2Cl)c(O)c1 | 3 | 0
COc1cccc(CNC(=O)CC2CCN(S(=O)(=O)c3c(C)noc3C)CC2)c1 | 2 | -6
CC1=C(C(=O)Nc2cc(C)ccn2)C(c2cc(C)sc2C)C2=C(CC(C)(C)CC2=O)N1 (centres undefined) | 6 | 6
Cc1cccc(N2C(=O)CC(N3CCOCC3)C2=O)c1 (centres undefined) | -7 | -1
COc1ccc(NC(=O)Cn2nc([N+](=O)[O-])c(Cl)c2C)cc1OC | 3&-1 | -2&2
COc1ccccc1C(=O)Nc1ccc2nc(SCC(=O)NCc3ccco3)sc2c1 | 0 | -9
COc1cc2c(cc1OC)C(c1ccccc1)=NC(C)(C)C2 | -5 | -4
CC(C)N1C(=O)C(C)(C(=O)Nc2ccc(F)cc2)Oc2cccnc21 (centres undefined) | -6 | -5
COc1ccc(-c2nc(C3CCCCC3)no2)cc1OC | -8 | -3
COc1ccc(C=C2SC(=S)N(CC(=O)NC3CCCCC3)C2=O)cc1OC | 5 | -2
Cc1cccc(NC(=O)c2cccc(S(=O)(=O)N3CCOCC3)c2)c1 | 1 | -6
Fc1ccccc1-n1nnnc1SCc1ccccc1Cl | -93 | -4
CCOc1ccc(/C=N/OC(=O)c2cccc([N+](=O)[O-])c2)cc1 | i | -1
COC(=O)c1cccc2c(N=O)c(O)[nH]c12 | -3 | -12
CCOC(=O)Cc1ccc(NC(=O)N2CCn3cccc3C2C)cc1 (centres undefined) | 5 | -8
COCCCNC(=O)C1c2cc(OC)c(OC)cc2C(=O)N(C)C1c1cccs1 (centres undefined) | 4 | 5
O=[N+]([O-])c1ccc(CN2CCC(O)CC2)cc1 | 5 | -4
CCC(C)(C(=O)NC1CCCC1)N(CC1CCCO1)C(=O)C1CCC(=O)N1 (centres undefined) | 1 | 0
O=C(Nc1ccccc1I)c1cc2cc(Br)ccc2oc1=O | 9 | -8
Clc1ccc(OCc2nc(-c3cccnc3)no2)c(Cl)c1 | -6 | -4
Cc1cccn2cc(C(=O)NCc3ccc(F)cc3)nc12 | -6 | -3
CCCc1nc(N)c(C#N)c(-c2ccccc2Cl)c1CC | -6 | 2
COc1ccccc1N1CCN(Cc2nc3ccccc3[nH]c2=O)CC1 | -2 | 3
CC(=O)NCc1csc(C2CCN(S(=O)(=O)Cc3cc(F)cc(F)c3)CC2)n1 | -8 | 0
COc1ccc(-c2ncc3c(n2)CCN(C(=O)c2ccc(F)cc2F)C3)cc1 | 2 | -25
CCCc1cc(=O)[nH]c(SCC=Cc2ccccc2)n1 | / | -13
c1ccc(-c2csc(NN=C3CCCc4ccccc43)n2)cc1 | / | 1&12
COc1ccc(C2/C=C\CN(C(=O)c3ccc(C)cc3)[C@@H](C)C(=O)N2Cc2ccc(F)cc2)cc1 (some centres undefined) | 93* | -6
Cc1ccccc1C(=O)Nc1cccc(-c2nc3ncccc3o2)c1C | 3 | -8
COC(=O)c1cn(CC(=O)Nc2ccccc2Cl)c2nc(C)ccc2c1=O | 9 | 0
CC(C)c1ccc(NCCC(=O)c2cccs2)cc1 | 16 | -11
COc1ccccc1NC(=O)C(=O)NC1CC(C)(C)NC(C)(C)C1 | 3 | -7
O=C(Nc1ccccc1)Nc1ccc(Br)cc1F | 8 | -2
CCCn1cc(C2=CCN(C(=O)Nc3ccc(C)cc3)CC2)c2cccnc21 | 19 | -8
O=C1CCN(C(=O)Nc2ccccc2)CCN1 | -5 | -3
O=C(NC1CC1)C1CCCN(c2ncc(-c3ccccc3)cn2)C1 (centres undefined) | -4 | 0
COc1ccc2oc(-c3ccc(OC)c(OC)c3)cc(=O)c2c1 | -3 | -16
Cc1c(C2CCN(C(=O)c3ccc(F)c(Cl)c3)CC2)noc1N | 4 | -2
O=C1CSC(c2ccc(Cl)cc2Cl)N1c1ccccc1 (centres undefined) | -15 | -10
Cc1cc(C)c2c(N(C)C)nc(C(=O)Nc3cccc(Cl)c3)nc2n1 | -1 | 3
CCOc1ccc(S(=O)(=O)Nc2ccccc2C)c2cccnc12 | 11 | -6
COCCNC(=O)N1CC(c2nc(C3CC3)no2)C1 | -14 | -7
(further entries)
SMILES | mHTT-CaM PPI inh | Pf apPOL block
CC(=O)Nc1ccc(OC(F)(F)F)cc1 | / | -1
COc1ccc(CNC(=O)[C@@H]2CC=C[C@@H]3CCN(Cc4ccc(Cl)c(Cl)c4)C(=O)[C@@H]32)cc1 | 94* | -8
CC(C)c1ccc(NC(=O)c2ccc(F)c(S(=O)(=O)NCc3ccc(F)cc3)c2)cc1 | 8 | -5
CCN(C)C(=O)c1ccccc1N1CCC(NC(=O)c2cc(F)cc(F)c2)CC1 | 0 | -4
O=C(CC(c1ccccc1)c1ccccc1)N1CCN(c2ccc(-n3ccnc3)nn2)CC1 | 14 | 1
N=c1c(C(=O)NCCc2ccccc2)cc2c(=O)n3ccccc3nc2n1CCN1CCOCC1 | -4 | -9
COc1cccc(C2Nc3ccc(C(=O)O)cc3C3C=CCC32)c1OC (centres undefined) | 15 | -7
C[C@@H]1COc2cc(Br)ccc2S(=O)(=O)N1 | 6 | -2
CCN(C)c1nc(-c2ccccc2Cl)c2c(N)n(-c3ccc(F)cc3)nc2n1 | 20 | -4
N#C/C(=C\c1ccc(-c2ccc(Cl)c(Cl)c2)o1)C(=O)Nc1ccccc1C(=O)O | 31 | 3
COc1cccc(NC(=O)c2ccc3c(c2)N(S(C)(=O)=O)CC3)c1 | -8 | 1
O=C(c1ccc(Cn2c(=O)[nH]c3ccccc3c2=O)cc1)N1CCc2ccccc2C1 | 60* | -6
COc1cc(NS(=O)(=O)c2ccc(NC(=O)c3ccccc3)cc2)ncn1 | 3 | 2
Cc1cc(Cl)nc(Oc2ccc(F)cc2)c1C(N)=O | -1 | -3
COc1cc(C(=O)Nc2ccccc2C(F)(F)F)cc(OC)c1OC | 0 | -1
COc1ccc(CCC(=O)O)cc1 | 1 | 20
CC1=NN2C(=N)/C(=C/c3cn(Cc4ccc(C)cc4)c4ccccc34)C(=O)N=C2S1 | -3 | -13
CCc1c(C)nc(N)[n+]2c1SCC2CI (centres undefined) | 7 | 3
CCN(CC)c1nc(C)nc2sc(C(=O)Nc3cc(Cl)c(OC)cc3OC)c(C)c12 | -2 | -6
Cn1c(C(=O)NC2CC2)cc2c1CCN(Cc1ccc(F)cc1)C2 | 22 | -2
Cc1ccc(NC(=O)CN2CCc3ccccc3C2C(=O)N2CCC(C)CC2)c(F)c1 (centres undefined) | 22 | -3
N#C/C(=C\c1cc2c(cc1Br)OCO2)c1nn(-c2ccccc2)c(N)c1C#N | 2 | -7
CCCC1Nc2c(C(=O)O)ccc([N+](=O)[O-])c2C2C=CCC12 (centres undefined) | 26 | -1
CCNC(=O)N1CCN(c2nc(C)nc(C(C)C)c2Cc2ccc(F)cc2)CC1 | 36 | -7
CC1CCC(NC(=O)C2c3ccccc3C(=O)N2Cc2ccccc2)CC1 (centres undefined) | 14 | -5
CN(C)c1nc(N(C)C)nc(N(C#N)CCOc2ccccc2)n1 | -10 | 6
Oc1oc(-c2ccc(Cl)cc2)nc1C=Nc1ccccn1 | -5 | 0
CCCn1c(NC(=O)c2ccco2)nc2ccccc21 | 31 | -4

The list is partial. The share of hits here may be higher or lower than overall.
